KCNK9 block: inhibitors of human KCNK9 two-pore domain potassium channel. Q9NPC2. HEK293 KCNK9, FluxOR thallium flux fluorescence; stronger effect = lower value. B-score at 10 µM. 310,000 compounds, 1.2% hits. AID 488922;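 active = ratio B-score over 3 SD below the library mean, with starting fluorescence within 5 SD of its mean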;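 also: negative B-score means less thallium flux so channel inhibition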
MrgX1 ag: human MrgX1 receptor agonism, primary screen | Q96LB2 | MrgX1-HEK293 cells, Fluo-4 calcium fluorescence, agonist mode; stronger effect = higher value | B-score at 10 µM | 310,000 compounds, 0.44% hits;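 active = calcium response B-score plate-corrected fluorescence ratio at least 3 library SD, with starting fluorescence B-score inside 5 SD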
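Test system: HEK293 cells stably expressing human MrgX1 receptor; amount: 15,000 cells per well; doses: compound delivered in addition one of three; times: overnight plating before 1 h dye loading; detection: Fluo-4 NW calcium-flux fluorescence, kinetic read; read-out basis: B-scored fluorescence response ratio; controls: positive and negative controls per plate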
TMEM16A act: activators or potentiators of mouse TMEM16A chloride channel; Q8BHY3; HEK293 TMEM16A/YFP-H148Q/I152L, iodide quench fluorescence; stronger effect = lower value; B-score at 10 µM; 340,000 compounds, 0.3% hits;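 active = fluorescence-ratio B-score plate-corrected deviation score at least 3 library SD below zero, with starting fluorescence score within 5 deviations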;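 also: channel opened by trigger with iodide after compound preincubation; score built on the fluorescence ratio of max minus min over baseline; more negative score means more quench and so TMEM16A activation or potentiation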
Target sequence (Q8BHY3 whole entry, looked up): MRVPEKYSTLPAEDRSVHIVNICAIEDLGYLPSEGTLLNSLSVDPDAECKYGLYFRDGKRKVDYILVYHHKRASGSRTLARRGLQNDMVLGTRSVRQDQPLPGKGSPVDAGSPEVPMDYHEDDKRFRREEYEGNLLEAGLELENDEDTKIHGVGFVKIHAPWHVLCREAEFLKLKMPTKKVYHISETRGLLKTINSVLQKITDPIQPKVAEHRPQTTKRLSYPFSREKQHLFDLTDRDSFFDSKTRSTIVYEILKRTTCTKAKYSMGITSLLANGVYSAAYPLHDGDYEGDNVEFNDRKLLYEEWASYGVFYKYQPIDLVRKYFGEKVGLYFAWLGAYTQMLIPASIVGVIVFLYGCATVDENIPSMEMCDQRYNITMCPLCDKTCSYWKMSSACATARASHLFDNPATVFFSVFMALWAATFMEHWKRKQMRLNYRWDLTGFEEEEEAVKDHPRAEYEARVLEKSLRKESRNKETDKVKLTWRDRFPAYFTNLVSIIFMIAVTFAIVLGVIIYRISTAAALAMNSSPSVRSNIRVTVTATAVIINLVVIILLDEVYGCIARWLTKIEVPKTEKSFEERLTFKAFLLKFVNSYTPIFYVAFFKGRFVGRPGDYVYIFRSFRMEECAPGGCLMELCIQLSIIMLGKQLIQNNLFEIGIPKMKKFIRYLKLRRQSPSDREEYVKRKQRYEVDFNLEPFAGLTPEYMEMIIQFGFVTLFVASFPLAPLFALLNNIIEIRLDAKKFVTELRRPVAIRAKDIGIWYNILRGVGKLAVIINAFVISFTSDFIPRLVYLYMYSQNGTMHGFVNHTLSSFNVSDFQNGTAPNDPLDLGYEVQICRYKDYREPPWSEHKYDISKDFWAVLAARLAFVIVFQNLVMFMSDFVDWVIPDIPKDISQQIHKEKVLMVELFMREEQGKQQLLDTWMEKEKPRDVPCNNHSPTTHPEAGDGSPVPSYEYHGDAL
MrgX1 PAM: allosterically activates human MrgX1 receptor signaling; Q96LB2; MrgX1-HEK293, Fluo-4 calcium flux, FDSS; stronger effect = higher value; B-score at 10 µM; 310,000 compounds, 0.63% hits;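 active = plate-corrected calcium response at least 3 library SD above typical, normal starting fluorescence, not activating the receptor alone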;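 also: compound read alongside a low EC10 to EC30 dose of BAM8-22 agonist; peak minus trough fluorescence over baseline measured at the second addition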
KCNQ1 block: inhibitors of human KCNQ1 potassium channel. P51787. CHO-K1 KCNQ1, FluxOR thallium flux fluorescence; stronger effect = higher value. B-score at 10 µM. 310,000 compounds, 1.3% hits. AID 2642;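 active = compounds whose thallium flux B-score, printed positive for inhibition, exceeds three library SD while starting fluorescence stays within three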;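 also: channel opened by potassium depolarization with thallium stimulus after 20 min compound exposure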
hERG protect: hERG (human) protection from proarrhythmic block; Q12809; CHO-hERG, FluxOR thallium flux, dofetilide IC70 present; activation (rescue from dofetilide block), less the hit threshold, % at 10 µM; 310,000 compounds, 0.51% hits; AID 1511;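 active = activation above the mean of controls blocked by dofetilide plus 5 SD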;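 also: thallium influx through hERG after potassium depolarization seen as dye fluorescence rise; in these data hits start at about 4.7%; inactives centre near -7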
RGS4 pot: RGS4 potentiation or activation; HEK293 M3R/inducible RGS4, carbachol calcium flux Fluo4; stronger effect = lower value; B-score at 10 µM; 310,000 compounds, 0.92% hits;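 active = B-score of the integrated calcium signal more than 4 SD below the library mean, with starting fluorescence not abnormally high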;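 also: negative B-score means reduced calcium response which marks RGS4 activation or potentiation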
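test system = M3R-expressing HEK293 line, RGS4 induced by doxycycline | probe or stimulus = carbachol at ECmax as muscarinic agonist stimulus | timing = dye loading 30 min 37 °C, buffer rest 30 min RT | signal = calcium dye Fluo4 fluorescence | evaluation = B score from integrated fluorescence ratio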
TMEM16A inh: inhibitors of mouse TMEM16A calcium-activated chloride channel | Q8BHY3 | HEK293 TMEM16A/YFP iodide influx fluorescence, ionomycin | normalized B-score (activity score, 25-100; higher = stronger inhibition) at 10 µM | 310,000 compounds, 1.2% hits;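 active = ratio plate-corrected score three or more library SD toward inhibition, starting fluorescence score within five deviations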;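 also: score derived from kinetic fluorescence span divided by baseline fluorescence per well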
KCNK3 inh: human KCNK3 channel inhibition, primary screen | CHO-KCNK3 thallium flux, FluxOR fluorescence; stronger effect = lower value | B-score at 10 µM | 340,000 compounds, 0.84% hits | AID 602410;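 active = B-score under library mean minus 4 SD, starting fluorescence ratio at most library mean plus 5 SD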;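 also: more negative B-score means stronger inhibition of thallium flux through KCNK3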
RGS4 block: human RGS4 inhibition; HEK293 M3R/RGS4 inducible, Fluo-4 calcium flux; stronger effect = higher value; triggered by carbachol at its EC20; P49798; 310,000 compounds, 0.45% hits; B-score at 10 µM; AID 463165;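 active = B-score, a plate-corrected calcium signal, over three deviations above library mean, with baseline fluorescence within five deviations of library mean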;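 also: RGS4 expression induced by doxycycline in cells with stable M3 receptor; B-score is computed from the integrated fluorescence ratio over baseline after carbachol; higher B-score means a larger calcium signal and so more RGS4 inhibition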
KCNQ1 pot: human KCNQ1 channel potentiation or activation. B-score at 10 µM. P51787. CHO-K1 KCNQ1, thallium flux FluxOR fluorescence; stronger effect = higher value. 310,000 compounds, 0.35% hits;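 active = fluorescence ratio B-score, a plate-corrected score, at least three library SD, with initial intensity B-score within 5 SD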
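Medium – assay buffer, equal DMSO in all wells · Material – CHO-K1 cell line with stable KCNQ1 potassium channel expression · Signal – kinetic FluxOR thallium fluorescence, 10-s 1-Hz baseline, 110-s post-stimulus read · Compound – single concentration per compound, DMSO matched to controls · Schedule – 37 °C overnight plating, 90-min dark dye load, 20-min compound pretreatment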
The depositor's hits bear a star; i = inactive; nt = no result given; & = joins results of further samples.

SMILES	KCNK9 block	MrgX1 ag	TMEM16A act	MrgX1 PAM	KCNQ1 block	hERG protect	RGS4 pot	TMEM16A inh	KCNK3 inh	RGS4 block	KCNQ1 pot
CCOc1ccc(-c2ccc3nnc(SCC(=O)NCC4CCCO4)n3n2)cc1 (centres undefined)	i	i	i	i	i	-13.3	i	i	i	i	i
NCCCC[C@H]1CN=C(N)N1CC1CCCCC1	i	i	i	i	i	0.8	i	i	i	i	i
Cn1c2c(c(=O)[nH]c1=O)C(c1ccc(O)cc1)C1=C(N2)c2ccccc2C1=O (centres undefined)	i	i	i	i	i	-7.8	i	i	i	i	i
O=C(NC1CC2CCCC(C1)N2C(=S)Nc1ccc(Cl)cc1)C1CC1 (centres undefined)	i	i	i	i	i	-6.9	-6.98*	i	i	i	i
COC(=O)c1onc(C(=O)c2ccccc2)c1C(=O)OC	i	i	i	i	i	-7.2	i	i	i	i	i
COc1ccc(/C(C#N)=C/c2cccnc2)cc1	i	nt	i	nt	i	-7.5	i	nt	i	i	i
COc1ccc(NC(=O)N(Cc2cccs2)Cc2cc3cc4c(cc3[nH]c2=O)OCO4)cc1	i	i	nt	i	i	-5.2	i	i	nt	i	i
Cc1c(Cl)ccc(S(=O)(=O)NCCCn2ccnc2)c1Cl	i	i	i	i	i	-13.0	i	i	i	i	i
CC(=O)c1ccc(OCC(=O)N2CCN(S(=O)(=O)c3ccc(C)cc3C)CC2)cc1	i	i	i	i	i	-7.9	i	i	i	i	i
O=C(CSc1ccc(Cl)cc1)N/N=C/c1cccnc1	i	i	i	i	i	8.2*	i	i	i	i	i
CC(=O)N1CCN(C(=O)CCc2nnc(CCCCc3ccccc3)o2)CC1	i	i	i	i	i	-8.4	i	i	i	i	i
O=C(Nc1ccc2ccccc2c1)c1cc(F)c(F)cc1Cl	i	i	i	i	i	-7.2	i	i	i	i	i
Cc1cccc(-n2c(C)nc3cc(C(=O)N4CCOCC4)ccc32)c1	i	i	i	i	i	-5.8	i	i	i	i	i
COc1ccc(OC(C)C(=O)Nc2ccc(F)cc2F)cc1 (centres undefined)	i	i	i	i	i	-2.0	i	i	i	i	i
CCC(C)(C)n1nnnc1C(c1ccc2ncccc2c1)N1CCN(Cc2ccc3c(c2)OCO3)CC1 (centres undefined)	i	i	i	i	i	-9.0	i	i	i	i	i
CCOc1ccc(NC(=O)CSC2=C(C#N)C(c3ccc4c(c3)OCO4)CC(=O)N2)cc1 (centres undefined)	i	i	i	i	i	-2.3	i	i	i	i	i
O=S(=O)(Nc1ccc(-c2csc(-c3ccccc3)n2)cc1)c1ccc(F)cc1	i	i	i	i	i	-6.9	i	i	i	i	i
COc1ccc(-c2nc3ccccc3c(=O)[nH]2)cc1	i	i	i	i	i	-0.8	i	i	i	i	i
N#CCC1c2ccccc2CCN1C(=O)Nc1cccc(C(F)(F)F)c1 (centres undefined)	i	i	i	i	i	-6.9	i	i	i	i	i
CC(C)(C)NS(=O)(=O)c1ccc(CCC(=O)NCc2ccc3c(c2)OCO3)cc1	i	i	i	i	i	-3.7	i	i	i	i	i
CN(C)c1ccnc2c[cH-]cc12.[Fe].c1ccc(-[c-]2[c-](-c3ccccc3)[c-](-c3ccccc3)[c-](-c3ccccc3)[c-]2-c2ccccc2)cc1 (centres undefined)	i	i	i	i	i	-8.3&-8.9	i	i	i	i	i
COC(=O)c1ccc(CN2CCC(Oc3ccc(C(=O)N4CCCCC4)cc3)CC2)cc1	i	i	i	i	i	-12.2	-9.94*	i	i	i	i
CC(=C\C(=O)O)/C(=C/c1ccccc1)C(=O)O	i	i	i	i	i	-10.2	i	i	i	i	i
COc1cc(NC(=S)Nc2cccnc2)cc(OC)c1OC	i	i	i	i	i	-6.0	i	i	i	i	i
CCOC(=O)CN1NC2(CCCC(C)C2)NC1=S (centres undefined)	i	i	i	i	i	-5.9	i	i	i	i	i
CCCc1nc(SCC(=O)N2CCCC2)c2c(=O)n(C)c(=O)n(C)c2n1	i	i	i	i	i	-3.6	i	i	i	i	i
COc1ccc(-c2nnc(SCC(=O)NC(C)C)n2CC2CCCO2)cc1OC (centres undefined)	i	i	i	i	i	-5.3	i	i	i	i	i
CC(=O)Nc1ccc(Nc2ncc([N+](=O)[O-])c(Nc3ccc(NC(C)=O)cc3)n2)cc1	i	i	i	i	i	-10.5	i	i	i	i	i
O=S(=O)(N1CCOCC1)n1c(Cc2ccccc2)nc2ccccc21	i	i	i	i	i	-9.8	i	i	i	i	i
COc1ccc(Cl)cc1NC(=S)NCc1ccc(S(N)(=O)=O)cc1	i	i	i	i	i	-6.0	i	i	i	i	i
CC(C)[C@H](CO)N(Cc1cccc(F)c1)c1nc(Nc2cccc(Cl)c2)c2ncn(C(C)C)c2n1	i	i	i	i	i	-6.2	i	i	i	i	i
COc1ccc(NC(=O)/C(=C\c2ccccc2)NC(=O)c2ccco2)cc1	i	i	i	i	i	-2.1	i	i	i	i	i
O=C(Nc1ncc(Cc2ccc(Cl)cc2Cl)s1)c1ccc([N+](=O)[O-])cc1	i	i	i	i	i	1.8	i	i	i	i	i
CCN(CC)CCn1c2c(c(SCC(=O)Nc3ccc(C)c(F)c3)nc1=O)CCCC2	i	i	i	i	i	-11.1	i	i	i	i	i
Cc1cccc(NC(=S)NCCSc2ccc(Cl)cc2)c1	i	i	i	i	8*	-17.2	i	100*	i	i	i
Cc1ccc(S(=O)(=O)N(C)C)cc1NC(=S)NC(=O)C12CC3CC(CC(C3)C1)C2	i	i	i	i	i	-11.9	i	i	i	i	i
CC(C)C(C)NC(=O)COc1ncnc2ccccc12 (centres undefined)	i	i	i	i	i	-3.6	i	i	i	i	i
CC(NC(=O)C(=O)NN=C1CCCCCCCCCCC1)c1ccccc1 (centres undefined)	i	i	i	i	i	-7.3	i	i	i	i	i
O=C(Nc1ccc(-n2cccc2)cc1)C1CC1	i	i	i	i	i	-11.3	i	i	i	i	i
N#C/C(=C\c1c(Cl)cccc1Cl)c1nc2ccccc2o1	i	i	i	i	i	-13.7	i	i	i	i	i
Cc1ccc(S(=O)(=O)c2nc(S(C)(=O)=O)sc2N2CCC(O)CC2)cc1	i	i	i	i	i	-6.3	i	i	i	i	i
CN(CC1CCOCC1)C(=O)CC1C(=O)NCCN1Cc1ccc(-c2ccccc2)cc1 (centres undefined)	i	i	i	i	i	-4.9	i	i	i	i	i
O=[N+]([O-])c1ccc(NCCNCCOc2nonc2-c2ccccc2)c([N+](=O)[O-])c1	i	i	i	i	i	-25.6	i	i	i	i	i
Cc1ccccc1CN1CCN(Cc2cc3ccccc3o2)CC1CCO (centres undefined)	i	i	i	i	i	-12.7	i	i	i	i	i
COc1ccccc1NC(=S)N1CCN(Cc2ccccc2)CC1	i	i	i	i	i	-8.7	i	i	i	i	i
CCCCSc1nc(C)c(CC(=O)O)c(=O)[nH]1	i	i	i	i	10*	-5.3	i	i	i	i	i
COCCCN1C(=O)c2ccc(C(=O)Nc3ccc(C)cc3C)cc2C1=O	i	i	i	i	i	-6.8	i	i	i	i	i
CCCNC(=O)C(=O)Nc1cc2c3c(c1)CCC(=O)N3CCC2	i	i	i	i	i	-4.1	i	i	i	i	i
COc1cccc(NC(=O)c2cccc(N3C(=O)C4C5C=CC(C5)C4C3=O)c2)c1 (centres undefined)	i	i	i	i	i	-10.9	i	25*	i	i	i
Cc1cc(C)cc(NC(=S)N2CCCC2)c1	i	i	i	i	i	-8.2	i	i	i	i	i
CCN(CC)CCCNC(=S)N(Cc1cccnc1)Cc1cc2cccc(C)c2[nH]c1=O	i	i	i	i	i	-3.9	i	i	i	i	i
CNc1nc(Nc2ccc([N+](=O)[O-])cc2)nc(OCC(F)(F)F)n1	i	i	i	i	i	-8.7	i	i	i	i	i
COC(=O)c1cnn2c(C(F)(F)F)cc(-c3ccco3)nc12	i	i	i	i	i	-5.0	i	i	i	i	i
CC(C)(C)c1ccc(NNC(=O)C2CCC2)cc1	i	i	i	i	i	-6.3	i	i	i	i	i
COc1ccc([C@@H]2C[C@@H](c3ccccc3)Oc3cc(OC)cc(OC)c32)cc1	i	nt	i	nt	i	-15.2	i	nt	i	i	i
CCOCCCNC(=O)c1cc(Cl)c(NC(=O)C2=C(C)OCCS2)cc1OC	i	i	i	i	i	-8.3	i	i	i	i	i
Cc1[nH]nc(N)c1-c1ccc(Cl)cc1	i	i	i	i	i	-3.3	i	i	i	i	i
N/C(=N\OC(=O)COc1ccccc1)c1cccnc1	i	i	i	i	i	-5.3	i	i	i	i	i
Cc1cc(C)nc(N2CCCC(C(=O)NCc3ccc4c(c3)OCO4)C2)n1 (centres undefined)	i	i	i	i	i	-17.5	i	i	i	i	i
O=C1CCCN1CCCNS(=O)(=O)c1cccc(F)c1	i	i	i	i	i	4.9*	i	i	i	i	i

(list continues)
SMILES	KCNK9 block	MrgX1 ag	TMEM16A act	MrgX1 PAM	KCNQ1 block	hERG protect	RGS4 pot	TMEM16A inh	KCNK3 inh	RGS4 block	KCNQ1 pot
Cc1cc(NC(=O)CCC(=O)N(Cc2cccs2)C(C(=O)NC2CCCC2)c2ccccc2)no1 (centres undefined)	i	i	i	i	i	-16.8	i	i	i	i	i
Cc1sc2c(=O)n3c(nc2c1C(=O)NC1CCCCC1)CCCCC3	i	i	i	i	i	-6.2	i	i	i	i	i
O=C(CN1C(=O)COc2ccccc21)NCCC1=CCCCC1	i	i	i	i	i	-8.0	i	i	i	i	i
Cc1ccccc1Nc1nnc(SCc2cc([N+](=O)[O-])cc3c2OCOC3)s1	-8.91*	i	i	i	i	-8.0	i	i	i	i	i
CC(=O)N/C(=C\c1ccc(C)o1)C(=O)NCc1ccccc1	i	i	i	i	i	-6.5	i	i	i	i	i
Cc1cccc(C(=O)OCC(=O)Nc2sc3c(c2C#N)CCC3)c1	i	i	i	i	i	-6.3	i	i	i	i	i
c1ccc(-c2nc(N3CCN(c4ccccc4)CC3)nc(-n3ccnc3)n2)cc1	-7.07*	i	i	i	i	-14.0	i	i	i	i	i
O=C(COc1ccc2c3c(c(=O)oc2c1)CCC3)NCCCN1CCOCC1	i	i	i	i	i	-6.0	i	i	i	i	i

Bioassay records from PubChem.
